# Source: PubChem BioAssay
# MRP resist rev: MRP-mediated drug resistance reversal | AID 602 | 85,000 compounds, 0.04% hits | H69AR cells + 2 uM doxorubicin, CellTiter-Glo, 72 h | differential viability (reversal), % at 10 µM;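 active = viability drop by adding the cancer drug above about 55%, with treated viability meeting a 40% cutoff, limit read from the data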;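 also: viability without doxorubicin minus viability with 2 µM doxorubicin for each compound; larger differential means the compound sensitizes cells more to doxorubicin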
# NFkB transloc inh: blocks IL-1B driven NFkB nuclear translocation in HUVEC cells; 94,000 compounds, 0.43% hits; inhibition, % at 2 µM; AID 796; HUVEC IL-1B NFkB p65 nuclear translocation imaging;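 active = inhibition above about 30% together with a positive call from visual inspection of the well image, limit read from the data; inconclusive = inhibition above a set limit but visual check negative; inactive = inhibition not above a set limit, visual check negative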;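 also: nuclear over cytoplasmic p65 intensity ratio measured by imaging; 0% = IL-1B stimulated DMSO wells and 100% = unstimulated DMSO wells; values of inactives mirror those of a sister screen read the other way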
# IL1B NFkB pot: enhances IL-1B driven NFkB nuclear translocation | HUVEC IL-1B NFkB p65 nuclear translocation imaging | activation, % at 2 µM | 94,000 compounds, 0.3% hits;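 active = activation above 40%, about the mean plus 3 SD, also judged a hit on visual image review; inconclusive = activation above 40% but not a hit on visual review; inactive = activation not above 40% and no visual hit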;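 also: percent activation is computed from the nuclear over cytoplasmic p65 intensity ratio; values of inactives mirror those of a sister screen read the other way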
# Bcl-B displacement: displacers of TR3 peptide from Bcl-B, primary screen, selectivity assay for Bfl-1 inhibitor project, biochemical, fluorescence polarization; FP displacement of FITC-TR3 peptide from Bcl-B; higher % means a stronger effect; displacement, % at 20 µM; hits with a dose series show IC50 in µM; 96,000 compounds, 0.11% hits; AID 748;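 active = displacement above 50% at 20 µM plus a fluorescence interference ratio under 1.5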;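 also: plate controls were wells without compound for no effect and wells lacking Bcl-B protein for full effect; a part of the inactive calls stands beside numbers as strong as those of hits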
# PLAP inhibitors HTS: PLAP enzyme inhibitors, biochemical, luminescence, HTS (AID 690) | 96,000 compounds, 0.08% hits | purified PLAP, luminescent substrate; higher % means a stronger effect | one-dose inhibition, % at 20 µM; IC50 in µM for titrated hits; in the data active = a potency from the dose series; inactive = the rest, 99 in 100 with inhibition below about 30%; also: strong numbers were not always called active
# MRP resist rev cytotoxicity: also measured in MRP resist rev; calls as there; viability, %; H69AR cells, CellTiter-Glo, 72 h; measured here: cytotoxicity without doxorubicin
# MRP resist rev with doxorubicin: further read-out of MRP resist rev, marked with its call; viability, %; measured here: viability with 2 uM doxorubicin; active compounds read low
# NFkB transloc inh cell count 2 µM: recorded beside NFkB transloc inh, whose call it bears; cell count; measured here: cells passing quality filter;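 raw number of nuclei counted in each imaged well without normalization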
# IL1B NFkB pot cell count 2 µM: second read-out of IL1B NFkB pot, no call of its own (marks repeat the call); cell count; measured here: cells passing quality filter
# Numbers without * were called inactive; ? = inconclusive; nt = no result given.
SMILES,MRP resist rev,MRP resist rev cytotoxicity,MRP resist rev with doxorubicin,NFkB transloc inh,NFkB transloc inh cell count 2 µM,IL1B NFkB pot,IL1B NFkB pot cell count 2 µM,Bcl-B displacement,PLAP inhibitors HTS
COCc1[nH]nc2c1C(c1sccc1C)C(C#N)=C(N)O2 (stereo unspecified),-8,98,106,2,123,-2,123,-2%,-9%
Cc1ccc(-c2cccc(NC(=O)C3C4C=CC(C4)C3C(=O)O)c2)o1 (stereo unspecified),nt,nt,nt,-6,169,7,169,2%,-9%
COc1ccccc1CN(CC(=O)NCC1CCCO1)C(=O)CNS(=O)(=O)c1ccc(C)cc1 (stereo unspecified),-6,95,101,-3,194,3,194,-4%,-40%
Cc1ccccc1N/N=C/c1ccc(N2CCOCC2)cc1,nt,nt,nt,-19,110,19,110,-8%,0%
CS(=O)(=O)N(CC(=O)N1CCN(Cc2ccccc2)CC1)C1CCCCC1,11,101,90,-9,131,9,131,-3%,-57%
Cn1c(C(=O)NCCCN2CCN(c3cccc(Cl)c3)CC2)cc2c(=O)n(C)c3ccccc3c21,1,2,1,nt,nt,nt,nt,-4%,-50%
Cc1cc(C)c2[nH]c(=O)c(CN(Cc3ccco3)C(=O)c3cccs3)cc2c1,nt,nt,nt,5,134,-5,134,0%,3%
CCc1ccc(C2C(C#N)=C(N)SC(N)=C2C#N)s1,1,99,98,nt,nt,nt,nt,-132%,-22%
CC/C(C)=N/Nc1nc2sc3c(c2c(=O)[nH]1)CC(C)(C)OC3,nt,nt,nt,-6,114,6,114,7%,-13%
Cc1cc(C)nc(-n2nc(C)cc2NC(=O)CNC2CCCCC2)n1,-9,59,68,-3,135,3,135,1%,-52%
O=C(Cn1nnc2ccccc21)C1CC1,7,93,86,-5,117,5,117,2%,1%
Cc1nn(S(=O)(=O)c2cccs2)c(C)c1Sc1ccc([N+](=O)[O-])cc1,nt,nt,nt,4,141,-4,141,-13%,12%
CCCc1sc(N/N=C/c2ccccn2)nc1-c1ccc(Br)cc1,-5,11,16,-24,167,24,167,nt,nt
COc1ccc(C(=O)/C=C/c2cn(CN3CCN(C)CC3)c3ccccc23)cc1,-28,22,50,-8,177,9,177,-6%,-35%
O=C(Cc1nn[nH]n1)NCCC1=CCCCC1,-6,84,90,-4,137,4,137,-5%,4%
O=C(NC1CC2CCC(C1)N2Cc1ccco1)c1ccccc1 (stereo unspecified),18,98,80,1,134,-1,134,nt,nt
CCOC(=O)N1CCN(c2ncnc3nc[nH]c23)CC1,-2,85,87,nt,nt,nt,nt,3%,-80%
O=C(Nc1cccc2ccccc12)OC1C=CS(=O)(=O)C1 (stereo unspecified),-2,64,66,-30,118,30,118,nt,nt
CC1CC(C)CN(C(=O)c2cc3c(s2)CCC3)C1 (stereo unspecified),nt,nt,nt,-1,149,1,149,0%,16%
O=C1c2ccccc2C(=O)C1Cc1cccc2ccccc12,-15,76,92,nt,nt,nt,nt,6%,0%
CC(C)Nc1nc(SCC(N)=O)nc(N2CCOCC2)n1,17,95,78,-2,165,2,165,12%,20%
Cc1cc(C)c2[nH]c(=O)c(CN(Cc3nnnn3C3CCCC3)C3CCCCC3)cc2c1,-9,79,88,-20,135,20,135,-1%,9%
COC(=O)CNC(=O)c1ccccc1[N+](=O)[O-],nt,nt,nt,-3,104,3,104,nt,nt
COc1cc(O)c2c(c1)OC(C)(C)CC2=O,-2,98,100,-33,148,33,148,-18%,1%
O=C1CC(C(=O)N2CCOCC2)C2(CCCC2)O1 (stereo unspecified),21,116,95,-3,155,3,155,1%,-6%
COc1ccc(-n2nnnc2SCC(=O)Nc2cccc(C)n2)cc1OC,10,107,97,-10,164,10,164,-3%,7%
CCN(CC)S(=O)(=O)c1ccc(S(=O)(=O)Nc2cc3c(cc2C(C)=O)OCO3)cc1,-6,86,92,nt,nt,nt,nt,-3%,-7%
COc1cccc(CNCCN2CCOCC2)c1OC,-6,85,90,-10,79,10,79,-6%,8%
CC(C)OC(=O)c1c(NC(=O)CCn2nnc3ccccc32)sc2c1CCCC2,9,93,84,nt,nt,nt,nt,-13%,1%
CC(C)Cn1c(=O)c2c(c3ccccc31)OC(C)C(=O)N2 (stereo unspecified),nt,nt,nt,-9,115,9,115,nt,nt
O=CN(Cc1ccco1)C1(C(=O)NC2CCCCC2)CCCCC1,-2,90,91,1,132,-1,132,7%,-3%
CC1CCN(c2cc(N3CCC(C)CC3)c([N+](=O)[O-])cc2/C=C(\C#N)c2nn(-c3ccccc3)c(N)c2C#N)CC1,nt,nt,nt,-12,152,12,152,-14%,18%
CC(=O)NC1(C(F)(F)F)NC(=O)N(CC(C)C)C1=O (stereo unspecified),12,98,86,-3,155,3,155,1%,9%
O=C(O)c1cc(-c2ccccc2)n[nH]1,10,108,98,15,97,-15,97,nt,nt
COCCN1C(=O)c2ccc(C(=O)NCc3cccnc3)cc2C1=O,-11,92,102,2,155,-2,155,-5%,-1%
O=C(C1CCN(CCCc2ccccc2)CC1)N1CCCCC1,-2,86,88,-19,195,19,195,-14%,-54%
COc1ccc(OC)c(NC(=O)CSc2nnnn2-c2ccc3c(c2)OCO3)c1,11,73,62,-33,138,33,138,-2%,4%
CCN1C(=O)CC(N2CCC(Cc3ccccc3)CC2)C1=O (stereo unspecified),-1,87,88,4,190,-3,190,-1%,nt
Cc1ccc(Cl)cc1N1CCN(C(c2cccnc2)c2nnnn2C2CCCCC2)CC1 (stereo unspecified),-21,48,68,7,82,-7,82,1%,-63%
Cc1ccc(S(=O)(=O)Cn2nnnc2C(C(C)C)N2CCc3ccccc3C2)cc1 (stereo unspecified),8,92,84,9,146,-9,146,7%,-44%
O=C(NC1CCSC1=O)c1cccc(C(=O)NC2CCSC2=O)c1 (stereo unspecified),3,93,90,4,85,-4,85,1%,-34%
CCC(C)NC(=O)/C(=C/c1ccco1)c1ccccc1 (stereo unspecified),nt,nt,nt,10,211,-10,211,-2%,-11%
CCOc1ccc(N=C2NC(=O)C(CC(=O)O)S2)cc1 (stereo unspecified),nt,nt,nt,0,196,0,196,-3%,-3%
O=C(C1CCN(C2CC(=O)N(c3ccc(Cl)cc3)C2=O)CC1)N1CCOCC1 (stereo unspecified),-1,91,92,0,130,0,130,-1%,-16%
CCn1c(C(C)NC(=O)c2cccc(C)c2)nc2ccccc21 (stereo unspecified),19,96,77,7,171,-7,171,1%,-34%
CN(Cc1ccco1)C(=O)c1ccc(N2CCCC2=O)cc1,17,98,81,-2,153,2,153,1%,26%
OCc1ccnc2c(O)cccc12,nt,nt,nt,-6,201,6,201,-14%,-87%
Cc1cc(N2CCC3(CC2)OCCO3)n2nc(C)c(-c3ccc(Cl)cc3)c2n1,-9,37,46,-19,103,19,103,nt,nt
COCc1cc(C)nc(SCC(=O)Nc2ccc(C)c(C)c2)c1C#N,-12,57,70,nt,nt,nt,nt,0%,3%
Cc1cc(Cl)ccc1OCC(=O)N1C(C)CCCC1C (stereo unspecified),18,77,59,-21,132,21,132,-1%,-17%
CC(C)(C)NC(=O)Cn1ccc(=N)c2ccccc21,2,100,98,12,186,-12,186,-7%,16%
CCC(=O)Nc1ccc(-c2nc(-c3ccccc3)n(CC(=O)N3CCCCC3)n2)cc1,-7,79,86,-4,160,4,160,-6%,16%
CCCCn1c(SCC(=O)Nc2cccc(OC)c2)nc2ccc(N3CCOCC3)cc2c1=O,-14,67,81,nt,nt,nt,nt,19%,-77%
O=C(CCCSc1nc(-c2ccco2)cc(C(F)(F)F)n1)NCc1cccs1,-11,70,81,-8,146,8,146,-1%,-4%
Cn1nc(C(F)(F)F)c(C(=O)Nc2ccc(C(F)(F)F)cc2)c1Cl,nt,nt,nt,?,nt,-34,147,-2%,-6%
COc1ccccc1NC(=O)Nc1ccc(Br)cn1,-16,62,77,nt,nt,nt,nt,-3%,14%
CCC(CC)C(=O)Nc1nnc(SCC(=O)N2CCN(c3ccccc3OC)CC2)s1,nt,nt,nt,13,81,-13,81,0%,-52%
CC(C)CN(CC(C)C)C1=N/C(=C\c2ccco2)C(=O)N1c1ccccc1,nt,nt,nt,nt,nt,nt,nt,-9%,4%
CCn1c(CNc2ccc(F)cc2)nnc1SCC(=O)Nc1ccc(OC)cc1OC,28,100,72,7,87,-7,87,-3%,-9%
O=C1c2ccccc2NC(c2ccccn2)N1c1ccccc1F (stereo unspecified),-4,94,98,-10,139,10,139,nt,nt
# Other entries:
SMILES,MRP resist rev,MRP resist rev cytotoxicity,MRP resist rev with doxorubicin,NFkB transloc inh,NFkB transloc inh cell count 2 µM,IL1B NFkB pot,IL1B NFkB pot cell count 2 µM,Bcl-B displacement,PLAP inhibitors HTS
Cc1cccc(OCC(=O)Nc2ccc(N3CCN(S(C)(=O)=O)CC3)cc2)c1C,-1,47,48,-5,113,5,113,-12%,-12%
O=C(CNC(=O)C1CCCCC1)NC1=NCCS1,-8,99,107,3,181,-3,181,-56%,-15%
COc1ccccc1Cn1c(=O)c2ccccc2n2c(SCc3csc(C)n3)nnc12,3,99,96,nt,nt,nt,nt,104%,-70%
Cc1ccc(CSCCNC(=O)CN2C(=O)c3ccccc3S2(=O)=O)cc1,7,98,90,-2,105,2,105,nt,nt

# 3 entries from above, ordered by the value under IL1B NFkB pot, largest number first:
smiles	IL1B NFkB pot	IL1B NFkB pot cell count 2 µM	Bcl-B displacement	PLAP inhibitors HTS
Cc1cccc(OCC(=O)Nc2ccc(N3CCN(S(C)(=O)=O)CC3)cc2)c1C	5	113	-12%	-12%
Cc1ccc(CSCCNC(=O)CN2C(=O)c3ccccc3S2(=O)=O)cc1	2	105	nt	nt
O=C(CNC(=O)C1CCCCC1)NC1=NCCS1	-3	181	-56%	-15%

# 13 entries from above, with two lines to a compound.
# Every second line gives: MRP resist rev	MRP resist rev cytotoxicity	MRP resist rev with doxorubicin	NFkB transloc inh	NFkB transloc inh cell count 2 µM	IL1B NFkB pot	IL1B NFkB pot cell count 2 µM	Bcl-B displacement	PLAP inhibitors HTS
Cc1cc(Cl)ccc1OCC(=O)N1C(C)CCCC1C (stereo unspecified)
    18	77	59	-21	132	21	132	-1%	-17%
CC(C)(C)NC(=O)Cn1ccc(=N)c2ccccc21
    2	100	98	12	186	-12	186	-7%	16%
CCC(=O)Nc1ccc(-c2nc(-c3ccccc3)n(CC(=O)N3CCCCC3)n2)cc1
    -7	79	86	-4	160	4	160	-6%	16%
CCCCn1c(SCC(=O)Nc2cccc(OC)c2)nc2ccc(N3CCOCC3)cc2c1=O
    -14	67	81	nt	nt	nt	nt	19%	-77%
O=C(CCCSc1nc(-c2ccco2)cc(C(F)(F)F)n1)NCc1cccs1
    -11	70	81	-8	146	8	146	-1%	-4%
Cn1nc(C(F)(F)F)c(C(=O)Nc2ccc(C(F)(F)F)cc2)c1Cl
    nt	nt	nt	?	nt	-34	147	-2%	-6%
COc1ccccc1NC(=O)Nc1ccc(Br)cn1
    -16	62	77	nt	nt	nt	nt	-3%	14%
CCC(CC)C(=O)Nc1nnc(SCC(=O)N2CCN(c3ccccc3OC)CC2)s1
    nt	nt	nt	13	81	-13	81	0%	-52%
CC(C)CN(CC(C)C)C1=N/C(=C\c2ccco2)C(=O)N1c1ccccc1
    nt	nt	nt	nt	nt	nt	nt	-9%	4%
CCn1c(CNc2ccc(F)cc2)nnc1SCC(=O)Nc1ccc(OC)cc1OC
    28	100	72	7	87	-7	87	-3%	-9%
O=C1c2ccccc2NC(c2ccccn2)N1c1ccccc1F (stereo unspecified)
    -4	94	98	-10	139	10	139	nt	nt
Cc1cccc(OCC(=O)Nc2ccc(N3CCN(S(C)(=O)=O)CC3)cc2)c1C
    -1	47	48	-5	113	5	113	-12%	-12%
O=C(CNC(=O)C1CCCCC1)NC1=NCCS1
    -8	99	107	3	181	-3	181	-56%	-15%

# Only part of the results is shown (hit frequency here may not be typical).
